CAL PDZ FP-1 = blocks peptide binding to the human CAL PDZ domain. inhibition, % at 24.9 µM. purified CAL PDZ, TMR-peptide fluorescence polarization, 1 h. actives 0.92% (n = 300,000). Q9HD26. AID 602252;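 active = mean inhibition of at least 30% with at least half of replicates also reaching 30%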;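 note: 0% = DMSO neutral control and 100% = excess unlabeled competitor peptide PRC23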
CAL PDZ FP-2 = human CAL PDZ-peptide interaction inhibition; Q9HD26; purified CAL PDZ, TMR-peptide fluorescence polarization, 1 h; inhibition, % at 20 µM; actives 0.02% (n = 330,000); AID 504414;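 active = highest replicate inhibition of at least 40%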;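 note: plate controls were DMSO neutral control wells for no effect and unlabeled competitor peptide control wells for full effect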
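System: purified tagged CAL PDZ domain construct (CerCALP). Schedule: 1 h incubation at room temperature before polarization reading. Medium: 25 mM sodium phosphate pH 7.4, 150 mM NaCl, TCEP, IgG, Thesit. Read-out: percent inhibition from loss of millipolarization. Measured by: FP readout, S and P plane fluorescence. Probe or stimulus: fluorescent TMR peptide probe.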
phage Ecoli inh = E. coli growth loss with phage present; growth absorbance; inhibition, % at 11.9 µM; actives 0.26% (n = 360,000); in the data active = inhibition above about 11%
AddAB inh = less growth of phage-infected E. coli with AddAB | E. coli expressing H. pylori AddAB, absorbance growth | inhibition, % at 11.9 µM | actives 0.29% (n = 330,000) | AID 435030; in the data active = inhibition above about 12%;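 note: 0% = vehicle wells of infected cells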
SR-BI uptake up = enhances SR-BI lipid uptake from DiI-HDL | CHO ldlA[mSR-BI] cells, DiI-HDL uptake fluorescence, 3 h; 100 = double the neutral-control signal | activation, % at 12.5 µM | actives 0.096% (n = 320,000) | AID 504775;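 active = mean replicate activation of at least 60% and every replicate at or above 60%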;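 note: 0% = median plate neutral-control signal and 100% = twice that signal; values of inactives mirror those of a sister screen read the other way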
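Test system: SR-BI-overexpressing, LDLR-lacking CHO cells; Also added: labelled HDL, 10 µg/mL; Measured by: bottom-read cell fluorescence after medium removal, ex 550/em 595 nm; Timing: 3 h uptake period with compound, 37 °C; Buffer or medium: F12, 0.5% BSA, 25 mM HEPES; Doses: single compound concentration, delivered by pin transfer.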
Wnt bcat act = Wnt/beta-catenin pathway activation; Wnt/beta-catenin reporter cell assay, activator, plate reader; actives 1.2% (n = 300,000); activation, % at 9.35 µM; in the data active = activation above about 30%, passing the limit was not always enough;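 note: 0% = neutral control wells and 100% = positive control wells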
SR-BI HDL uptake = mouse SR-BI HDL lipid transfer inhibition | ldlA[mSR-BI] CHO cells, DiI-HDL uptake fluorescence, 3 h | inhibition, % at 12.5 µM | Q61009 | AID 488896 | actives 0.96% (n = 320,000);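 active = mean replicate inhibition of at least 70% and a set share of replicates each scoring 70 or more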;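 note: 0% = median of neutral control wells and 100% = median of positive control wells; values of inactives mirror those of a sister screen read the other way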
Target sequence (Q61009 whole entry, looked up): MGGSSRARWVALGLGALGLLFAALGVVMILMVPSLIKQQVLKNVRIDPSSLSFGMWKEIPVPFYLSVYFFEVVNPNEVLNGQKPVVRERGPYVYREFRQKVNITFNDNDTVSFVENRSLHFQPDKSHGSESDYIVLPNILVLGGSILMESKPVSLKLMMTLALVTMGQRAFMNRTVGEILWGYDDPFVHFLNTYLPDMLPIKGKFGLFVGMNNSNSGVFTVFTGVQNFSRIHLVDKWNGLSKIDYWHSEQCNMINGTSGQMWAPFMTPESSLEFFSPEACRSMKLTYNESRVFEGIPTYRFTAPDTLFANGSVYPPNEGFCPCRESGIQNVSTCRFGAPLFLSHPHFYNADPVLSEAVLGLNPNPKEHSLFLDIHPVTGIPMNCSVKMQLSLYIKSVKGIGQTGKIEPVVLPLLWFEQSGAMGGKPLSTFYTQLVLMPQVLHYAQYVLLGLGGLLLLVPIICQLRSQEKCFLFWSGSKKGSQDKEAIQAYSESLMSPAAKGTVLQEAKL
E coli growth = counter-screen for AddAB inhibitors: E. coli growth inhibition; E. coli V3065 growth, OD600 absorbance, 18 h; inhibition, % at 11.9 µM; actives 0.27% (n = 330,000); AID 449728;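 active = inhibition above the campaign's mean inhibition across all tested compounds plus 3 SD, cut at about 9.9% in these data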;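 note: uninfected addAB+ strain grown without phage in ampicillin broth; 0% = DMSO wells and 100% = ciprofloxacin 0.95 µg/ml wells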
Tat transport = E. coli Tat transport inhibition | actives 0.036% (n = 340,000) | E. coli MC4100 TorA-mCherry Tat export, fluorescence | inhibition, % at 10 µM | AID 488895;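 active = mean replicate inhibition at least 50% and at least half of replicates individually reaching 50%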;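 note: exported cargo escapes ClpAP degradation while cytoplasmic cargo is degraded and loses fluorescence; 0% = median of neutral control wells and 100% = median of NaSCN control wells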
MITF TRPM1 HTS = MITF TRPM1 promoter activation in melanoma cells; SK-MEL-5 TRPM1-promoter luciferase, 24 h; % of positive control, neutral wells = 0; activation, % at 12.5 µM; actives 0.75% (n = 300,000); AID 588334;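 active = mean activation of at least 80% with every replicate also reaching 80%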;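 note: 0% = neutral control wells and 100% = parthenolide positive control wells; values of inactives mirror those of a sister screen read the other way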
Active calls of the source: *; nt = not tested or not shown. Only part of the results is shown; rates above refer to the full screens.

SMILES | CAL PDZ FP-1 | CAL PDZ FP-2 | phage Ecoli inh | AddAB inh | SR-BI uptake up | Wnt bcat act | SR-BI HDL uptake | E coli growth | Tat transport | MITF TRPM1 HTS
O=C(c1sc2ccccc2c1Cl)N1CCC2(CC1)OCCO2 | -2 | -1.2 | nt | 0.0 | -8 | -1 | 8 | -1.7 | -6 | 8
Nc1c2c(nc3sc4c(c13)CCCC4)CCCC2 | -2 | -2.8 | 3.2 | 3.4 | -15 | -1 | 15 | 2.0 | -2 | 51
CCOc1cc(/C=C2\C(=O)NC(=O)N(C)C2=O)cc([N+](=O)[O-])c1O | -2 | -1.4 | 3.2 | 2.0 | nt | 9 | nt | -0.9 | -5 | 6
Cc1cccc(C)c1NC1=NCCCCS1 | -2 | -1.0 | 0.2 | 0.2 | -5 | -1 | 5 | 0.2 | -5 | nt
Oc1cc2c(cc1CN1CCN(c3ccccc3)CC1)OCO2 | -3 | -1.2 | -1.0 | 1.5 | -3 | -4 | 3 | 1.3 | -1 | -3
COc1ccc(OC)c(N=Cc2c(O)[nH]c(=O)[nH]c2=O)c1 | -2 | -1.9 | 2.8 | -2.4 | nt | 1 | nt | -1.6 | 1 | 3
CCN(CC)P(=O)(c1n(CC)cc[n+]1CC)N(CC)CC | 6 | 0.1 | 2.8 | -1.4 | 1 | -1 | -1 | 1.1 | -1 | -3
COCCn1c(-c2ccccc2)cc(C(=O)O)c1C | -2 | -2.4 | 2.4 | -0.2 | 10 | -1 | -10 | -3.1 | -1 | -10
COC(=O)C1=C(c2ccc(F)cc2OCc2ccccc2)C[C@@H]2CC[C@H]1N2C(=O)NCc1ccc(C(C)(C)C)cc1 | -5 | 0.2 | 0.3 | 0.6 | 22 | -8 | -22 | -2.3 | 3 | -12
COc1ccc(CCNCC2CCCO2)cc1 (centres undefined) | -6 | -1.3 | 0.4 | 1.0 | 36 | 0 | -36 | -0.3 | 1 | -43
O=P(Oc1ccccc1)(Oc1ccccc1)N1CCN(c2ccc(F)cc2)CC1 | 1 | -0.5 | 1.5 | 1.3 | -17 | 0 | 17 | 0.7 | 8 | nt
CNC(=O)N(C)c1ccc(C(O)(C(=O)OC)C(F)(F)F)cc1 (centres undefined) | -2 | 0.1 | -2.3 | 1.3 | 4 | 0 | -4 | 1.1 | -2 | 1
CCNC(=O)NNC(=O)C1CC(c2cccnc2)=NO1 (centres undefined) | nt | -2.0 | 5.0 | 0.2 | 25 | 0 | -25 | 0.2 | 1 | 15
CC1(O)CCN2C(=O)CCc3cccc1c32 (centres undefined) | nt | 0.9 | 1.8 | 1.8 | 38 | -1 | -38 | 0.2 | -7 | -1
CCOc1ccc(-c2cc(C)[n+](CCN3CCOCC3)c(-c3ccc(OCC)cc3)c2)cc1 | -9 | -0.4 | 3.7 | -0.2 | 0 | 0 | 0 | -1.9 | -2 | nt
COc1cccc(OC)c1CN1CCCC(C(=O)c2cccc(Cl)c2)C1 (centres undefined) | -3 | 0.2 | 2.6 | 0.4 | -4 | -1 | 4 | 1.5 | -6 | -1
CCOC(=O)c1cccc(-[n+]2c(-c3ccccc3)cc(-c3ccccc3)cc2-c2ccccc2)c1 | -7 | -4.9 | 0.5 | 3.2 | -10 | -2 | 10 | 3.2 | 8 | -64
Cc1ccccc1C(O)(Cc1ccccc1)C1CN2CCC1CC2 (centres undefined) | -2 | -1.6 | 0.2 | 3.9 | 5 | nt | -5 | 0.2 | 2 | 5
Cc1ccc(N)c(C(=O)c2ccccc2)c1 | -2 | -2.1 | 1.1 | 2.0 | 33 | 1 | -33 | -0.5 | -4 | 1
O=C1NC(=O)N(c2ccccc2)C(=O)/C1=C/c1coc2ccc(O)cc2c1=O | -3 | -1.7 | 1.5 | 0.5 | nt | 7 | nt | -0.4 | -1 | 8
Clc1ccc(-c2nc3ccc(Cl)cn3c2CN2CCCCC2)cc1 | 0 | 0.0 | 1.4 | nt | -48 | 10 | 48 | nt | 5 | 22
O=C(Nc1ccc(F)cc1F)c1cccnc1Oc1cccc(C(F)(F)F)c1 | nt | -0.8 | 1.5 | 2.8 | 12 | nt | -12 | -0.7 | -3 | 3
Cn1c(=O)c2c(nc(N/N=C/c3c(O)n(C4CCCCC4)c(=S)[nH]c3=O)n2C)n(C)c1=O | 5 | 0.2 | 0.0 | 2.4 | -11 | -3 | 11 | -0.2 | 1 | nt
COC(=O)C1=C(c2cccc(OCc3ccccc3)c2)C[C@@H]2CC[C@H]1N2C(=O)NCc1ccc(OC)cc1 | 2 | 0.9 | 2.2 | 3.0 | -37 | -3 | 37 | 2.5 | 15 | 0
COP(=O)(NC(C)=O)SC (centres undefined) | -3 | -0.9 | 4.3 | nt | -1 | 1 | 1 | nt | -5 | 1
O=C(COC(=O)Cc1ccccc1)Nc1cc(S(=O)(=O)N2CCOCC2)ccc1N1CCCC1 | -1 | 0.4 | 1.6 | 1.6 | 20 | -4 | -20 | -1.2 | 2 | 10
CCCCn1c(O)c(C=NCCCn2ccnc2)c(=O)[nH]c1=O | 0 | -0.3 | 4.7 | 0.2 | nt | nt | nt | 2.2 | 0 | 6
OC1C2CN3CN(C2)CC1(c1ccccc1)C3 (centres undefined) | 6 | 0.3 | 1.1 | nt | nt | 5 | nt | nt | 0 | -2
COC(=O)C1=Nc2ccccc2/C1=C\c1c(O)n(-c2cc(OC)ccc2OC)c(=O)[nH]c1=O | -1 | -3.2 | 1.6 | 2.5 | 34 | -1 | -34 | -1.0 | -3 | -13
CC1CN=C(Nc2ccccc2)S1 (centres undefined) | -1 | -2.4 | -1.2 | 1.8 | -3 | nt | 3 | 4.5 | -3 | 8
COc1ccc(CCNC(=O)COC(=O)Cc2ccccc2)cc1 | -3 | -0.2 | 3.7 | 4.3 | 33 | nt | -33 | 1.4 | 4 | 6
COc1cc2c(cc1O)C[C@H]1c3c(cc(O)c(OC)c3-2)CCN1C | -5 | 0.6 | 2.7 | 0.2 | -22 | 5 | 22 | -2.8 | 4 | -11
CCCC[n+]1cc(=N)o[n-]1 | 0 | -1.4 | -0.5 | -0.1 | nt | -1 | nt | -0.2 | -1 | 4
C#CC[N+]1(C)[C@@H]2CC(OC(=O)C(CO)c3ccccc3)C[C@H]1C(O)C2 (some centres undefined) | -7 | -1.2 | 0.0 | 1.4 | 22 | 5 | -22 | 0.7 | 2 | -2
CN1CC(C(=O)c2ccccc2)C(C(=O)c2ccccc2)C1 (centres undefined) | nt | -0.7 | 0.2 | 4.5 | 3 | 2 | -3 | 0.2 | 3 | nt
CCOc1ccc(Cc2c(O)[nH]c(=O)[nH]c2=O)cc1 | 0 | -0.3 | 2.8 | 2.6 | -1 | 0 | 1 | -1.3 | -2 | 0
Cc1ccc(N)cc1N | -1 | -0.2 | 2.6 | 6.3 | -5 | 2 | 5 | 2.3 | 11 | 7
CN(C)c1ccc(N=Cc2c(O)n(CCC3=CCCCC3)c(=O)[nH]c2=O)cc1 | -4 | -0.5 | nt | 1.2 | -5 | nt | 5 | 0.5 | -2 | nt
CC(=O)OC(C)(C)/C=C/C(=O)[C@](C)(O)C1[C@H](O)C[C@@]2(C)C3CC=C4C(C[C@H](O)C(=O)C4(C)C)[C@]3(C)C(=O)C[C@]12C (some centres undefined) | -6 | -0.3 | nt | 3.1 | 6 | nt | -6 | 0.3 | -9 | -90
CC1=C(C(=O)N2CCC3(CC2)OCCO3)C2(CCC(C)CC2)OC1=O (centres undefined) | 2 | -1.0 | 1.5 | 2.6 | 13 | nt | -13 | 2.9 | 11 | 2
CCCc1nc2ccccc2c(=O)n1-c1ccc(O)cc1 | nt | -0.3 | 3.4 | 5.4 | 7 | -14 | -7 | 1.9 | 2 | 6
COC(=O)C1=C(c2cccc(OC)c2OC)C[C@@H]2CC[C@H]1N2C(=O)NCc1ccco1 | 2 | 0.4 | 2.3 | -0.5 | 10 | -3 | -10 | -0.6 | 13 | 0
C=CC(=O)OCCO | nt | 0.3 | 2.2 | nt | 9 | 1 | -9 | nt | 1 | 3
CC(C)OC(=O)Cc1ccccc1 | 1 | 0.0 | 0.1 | -3.0 | -6 | 0 | 6 | -5.5 | 10 | 12
Cc1ccc2c(c1)C(c1ccccc1)=NCC(=O)N2 | -5 | -0.1 | -2.7 | 1.6 | 11 | -1 | -11 | -7.2 | -4 | nt
COc1cccc2c1O[C@H]1C(=O)CC[C@H]3CN(C)CCC231 (some centres undefined) | nt | -1.6 | 2.2 | 1.3 | 5 | -3 | -5 | -1.6 | -4 | 15
CC(C)(CN)CC(=O)O | -1 | -2.4 | 2.1 | 0.2 | nt | -2 | nt | -2.1 | 24 | -5
CC(Cc1ccccc1Sc1ccccc1)N(C)C (centres undefined) | -1 | -1.3 | 3.5 | -0.3 | 6 | -2 | -6 | -1.0 | -14 | 2
CN(C)CCCNCC(=O)Nc1ccc(Cl)cc1C(=O)c1ccccc1 | 0 | -1.3 | -0.5 | 2.5 | 23 | -1 | -23 | 0.3 | -7 | 0
CC(=O)Nc1cc(C(=O)N2CCC3(CC2)OCCO3)ccc1Sc1ccc(C)cc1 | -10 | 0.1 | 3.7 | -0.2 | 1 | nt | -1 | 0.9 | -5 | 4
C[N+](C)(C)CC(=O)Nc1ccc(Cl)cc1C(=O)c1ccccc1 | -3 | 1.4 | 1.0 | 1.4 | -6 | -1 | 6 | -1.7 | -23 | 3
CCCCC(=O)N/N=C/c1c(O)n(CC)c(=S)n(CC)c1=O | -8 | -2.3 | 3.1 | 1.3 | -9 | -3 | 9 | 1.3 | -3 | -41
CCOc1cc2c(cc1OCC)-n1cccc1C(c1ccccc1F)NC2 (centres undefined) | -5 | -0.2 | 2.8 | 0.6 | -7 | 3 | 7 | 3.5 | -8 | 11

Screening results from PubChem.
